Compound activity (PubChem BioAssay)
FUS yeast rescue: suppressors of FUS proteinopathy in yeast; S. cerevisiae FUS-expressing, growth rescue, OD600, 24 h; Potency, µM (top dose mostly 76.6 µM), for inactives: top-dose growth rescue (activation), hits mostly activators; actives 0.24% (n = 390,000); AID 1347120;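 note: plate controls were DMSO vehicle for no effect and reference control for full effect; nearly all actives have a fitted effect of over 55% in size; some results filed as inactive show a strong effect at the top dose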
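Steps: raffinose overnight preculture; dilution to OD 0.005 in 2% galactose minimal medium; compound addition (concentration series); 24hr at 30C, 99% humidity; absorbance read at 600 nm.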
EPAC1 antag: blocks human EPAC1 exchange factor; O95398; EPAC1 GEF assay, Rap1b-BODIPY-GDP exchange fluorescence; Potency, µM (highest dose often 115 µM), for the others: at the highest dose activity change, negative = inhibition, usual class: inhibitors; actives 0.14% (n = 360,000); AID 720709;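 note: plate controls were vehicle for no effect and positive control for full effect; nearly all actives have a fitted effect of over 50% in size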
aSyn yeast inh: rescues yeast growth from alpha-synuclein toxicity | Yeast expressing alpha-synuclein, growth rescue, BacTiter-Glo, 24 h | Potency, µM (top dose mostly 46.1 µM), for inactives: at the top dose growth rescue (activation), most hits filed as activators | actives 0.14% (n = 370,000) | AID 652106; note: % of control where 0% means no effect; nearly all actives have a fitted effect of over 65% in size
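Rescue of yeast growth: cells expressing toxic alpha-synuclein, induced in galactose at OD600 0.02, incubated with compound 24 h at 30 C. ATP luminescence quantified growth; inhibitors of toxicity appear as activators.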
TDP43 rescue: TDP-43 toxicity inhibition in yeast; TDP-43 expressing yeast growth rescue, BacTiter-Glo, 24 h; Potency, µM (top dose mostly 46.1 µM), for inactives: top-dose growth rescue (activation), hits mostly activators; actives 1.8% (n = 410,000); note: % of control where 0% means no effect; nearly all actives have a fitted effect of over 50% in size
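Readout is BacTiter-Glo luminescence of cell growth, so inhibitors register as activators. TDP-43-expressing yeast at OD600=0.02 in galactose medium, after raffinose pregrowth to mid-log, were incubated with compound for 24 hr at 30 deg C.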
EPAC1 agonist: agonists of human EPAC1; O95398; actives 0.073% (n = 360,000); Potency, µM (series often up to 154 µM), for the others: at the top dose activation, actives largely listed as activators; EPAC1 agonist qHTS, biochemical assay; response scale: 100% = response to 6.5 mM cAMP; note: nearly all actives have a fitted effect of over 60% in size
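Normalized to 6.5 mM cAMP, activity reflects EPAC1-catalysed release of BODIPY-GDP from Rap1B, followed kinetically over 30 min at 480 nm excitation, 540 nm emission. Reaction contained 100 nM EPAC1, 250 nM Rap1B-BODIPY-GDP, 50 uM GDP.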
PTHR1 agonist: PTHR1 (human) receptor agonism; Q03431; HEK293 GP2 PTHR1 cells, GloSensor cAMP luminescence, 1 h; Potency, µM (top dose mostly 115 µM), for inactives: top-dose activation, actives largely listed as activators; actives 0.075% (n = 410,000); note: nearly all actives have a fitted effect of over 55% in size; some results filed as inactive show a strong effect at the top dose; inactives centre near -15; many of its hits are not listed in these tables
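HEK-293-derived GP2 cells expressing PTHR1 and a GloSensor cAMP reporter, 3,000/well, plated overnight, given luciferin plus IBMX (each 0.5 mM as added) for 1 h at 37 °C, then compound for 1 h at 37 °C. Luminescence was read after 15 min at room temperature.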
EPAC2 agonist: activates human EPAC2 exchange factor | AID 720711 | actives 0.079% (n = 360,000) | EPAC2 activation, biochemical qHTS; response scale: 100% = 6.5 mM cAMP response | Q8WZA2 | Potency, µM (highest dose often 154 µM), inactives show top-dose activation, actives largely listed as activators; note: nearly all actives have a fitted effect of over 50% in size
Target sequence (Q8WZA2 whole entry, looked up): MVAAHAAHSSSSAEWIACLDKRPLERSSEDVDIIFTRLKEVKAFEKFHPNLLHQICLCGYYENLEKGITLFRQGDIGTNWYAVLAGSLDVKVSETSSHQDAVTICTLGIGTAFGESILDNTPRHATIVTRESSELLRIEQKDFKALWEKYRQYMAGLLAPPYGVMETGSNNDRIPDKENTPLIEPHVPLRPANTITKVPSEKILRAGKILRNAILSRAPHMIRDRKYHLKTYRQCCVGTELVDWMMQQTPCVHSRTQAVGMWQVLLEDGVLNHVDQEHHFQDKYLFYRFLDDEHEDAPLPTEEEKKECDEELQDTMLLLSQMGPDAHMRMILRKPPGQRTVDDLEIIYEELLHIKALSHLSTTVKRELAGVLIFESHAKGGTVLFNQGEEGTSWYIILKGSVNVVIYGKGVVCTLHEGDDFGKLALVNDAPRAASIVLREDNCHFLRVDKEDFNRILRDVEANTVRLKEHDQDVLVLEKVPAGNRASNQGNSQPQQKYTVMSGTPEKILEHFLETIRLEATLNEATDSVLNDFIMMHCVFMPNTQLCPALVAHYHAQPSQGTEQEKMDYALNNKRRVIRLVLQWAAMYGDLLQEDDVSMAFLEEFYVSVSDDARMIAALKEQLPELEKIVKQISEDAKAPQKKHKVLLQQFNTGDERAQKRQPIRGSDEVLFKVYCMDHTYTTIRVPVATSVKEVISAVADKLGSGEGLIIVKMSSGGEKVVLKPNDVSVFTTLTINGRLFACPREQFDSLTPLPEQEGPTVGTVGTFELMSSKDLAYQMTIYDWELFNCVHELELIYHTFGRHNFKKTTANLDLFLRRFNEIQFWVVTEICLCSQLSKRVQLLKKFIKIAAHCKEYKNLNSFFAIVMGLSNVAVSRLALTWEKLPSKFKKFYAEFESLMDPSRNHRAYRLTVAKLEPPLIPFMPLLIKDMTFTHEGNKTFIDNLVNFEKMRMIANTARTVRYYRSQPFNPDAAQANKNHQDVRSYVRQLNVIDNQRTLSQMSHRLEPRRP
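Nucleotide exchange monitored as fluorescence drop when BODIPY-GDP leaves Rap1B. Reaction: 100 nM EPAC2, 250 nM RAP1B-BODIPY-GDP, 50 uM GDP, room temperature, kinetic read over 30 min. Activity expressed relative to 6.5 mM cAMP.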
EPAC2 antagonist: blocks human EPAC2 exchange factor | Q8WZA2 | EPAC2 GEF exchange of Rap1B-BODIPY-GDP, fluorescence | Potency, µM (highest dose often 114 µM), without a hit: at the top dose activity, negative = inhibition, hits mostly inhibitors | actives 0.18% (n = 360,000) | AID 720708; note: % is set by controls: 0 for no effect and ±100 for the full control effect; nearly all actives have a fitted effect of over 45% in size; many of its hits are not listed in these tables
* = called active by the depositor; [ ] = another dose, or the depositor's remark. Calls come from the whole dose curve; as a rule, active = well fitted curve in the direction sought with a large enough effect; inconclusive = small, poorly fitted or top-dose-only effect, or another doubt; inactive = no such curve, though single readings can be large; an effect the other way counts as inactive or inconclusive. Potency is the fitted concentration of half-maximal effect. Some of the compounds tested (hit frequency here may not be typical).

Results for CCN(CC)S(=O)(=O)c1ccc(N2CCOCC2)c(NC(=O)c2nn(C)c(=O)c3ccccc23)c1 ?
FUS yeast rescue: -12%; EPAC1 antag: 4%; aSyn yeast inh: -8%; TDP43 rescue: 7%; EPAC1 agonist: -7%; PTHR1 agonist: inactive; EPAC2 agonist: -4%; EPAC2 antagonist: 2%

Results for CCCCC(=O)Nc1ccc(C(=O)NCC(=O)OC)cc1 ?
FUS yeast rescue: 19%; EPAC1 antag: -4%; aSyn yeast inh: 3%; TDP43 rescue: 4%; EPAC1 agonist: 9%; PTHR1 agonist: inactive; EPAC2 agonist: 4%; EPAC2 antagonist: 6%

What do the screens show for `COC(=O)c1ccc(N2CCN(C)CC2)c(NC(=O)c2cccs2)c1`?
FUS yeast rescue: -15%; EPAC1 antag: -3%; aSyn yeast inh: -4%; TDP43 rescue: -4%; EPAC1 agonist: 10%; PTHR1 agonist: -6%; EPAC2 agonist: 7%; EPAC2 antagonist: 4%

Results for Cc1ccc(S(=O)(=O)Nc2cccc(-c3ccc(N4CCCCCC4)nn3)c2)c(C)c1 ?
FUS yeast rescue: inconclusive; EPAC1 antag: 17%; aSyn yeast inh: 13%; TDP43 rescue: 7%; EPAC1 agonist: 10%; PTHR1 agonist: -32%; EPAC2 agonist: 21%; EPAC2 antagonist: 4%

How did Cc1cccc(C)c1N1C(=O)c2ccccc2NC(=O)C1C(=O)NCCOc1ccccc1 (configuration not stated) do in these assays?
FUS yeast rescue: 9%; EPAC1 antag: 7%; aSyn yeast inh: 0%; TDP43 rescue: 7%; EPAC1 agonist: 2%; PTHR1 agonist: inactive; EPAC2 agonist: -6%; EPAC2 antagonist: 16%

What do the screens show for `O=C(CSc1nnnn1-c1ccccc1)Nc1ccccc1`?
FUS yeast rescue: 5%; EPAC1 antag: -5%; aSyn yeast inh: 2%; TDP43 rescue: 15%; EPAC1 agonist: -4%; PTHR1 agonist: -1%; EPAC2 agonist: 2%; EPAC2 antagonist: 6%

What do the screens show for `CCOC(=O)C1=C(C)N(c2ccccc2)C(=O)C1`?
FUS yeast rescue: 28%; EPAC1 antag: 5%; aSyn yeast inh: -2%; TDP43 rescue: -5%; EPAC1 agonist: 7%; PTHR1 agonist: inconclusive; EPAC2 agonist: 5%; EPAC2 antagonist: -7%

How did CN(C)CC(=O)c1ccc(-c2ccccc2)cc1 do in these assays?
FUS yeast rescue: 13%; EPAC1 antag: 0%; aSyn yeast inh: 16%; TDP43 rescue: -15%; EPAC1 agonist: 0%; PTHR1 agonist: -13%[57.5 µM]; EPAC2 agonist: 2%; EPAC2 antagonist: 12%

Results for CC1CC(C)CN(C(=O)C2CCN(S(=O)(=O)c3cccs3)CC2)C1 (configuration not stated) ?
FUS yeast rescue: 3%; EPAC1 antag: -2%; aSyn yeast inh: 7%; TDP43 rescue: 0%; EPAC1 agonist: 0%; PTHR1 agonist: -18%; EPAC2 agonist: 8%; EPAC2 antagonist: -1%

Results for O=C(NCc1n[nH]c(=S)n1-c1ccccc1)c1ccc(S(=O)(=O)N2CCCCC2)cc1 ?
FUS yeast rescue: 25%; EPAC1 antag: 3%; aSyn yeast inh: 2%; TDP43 rescue: inconclusive; EPAC1 agonist: 10%; PTHR1 agonist: inactive; EPAC2 agonist: 1%; EPAC2 antagonist: 0%

Results for C#CCOCCOCCOCCNc1nc(N2CCN(C(=O)C([C@@H](C)CC)n3cc(C(N)Cc4ccc(O)cc4)nn3)CC2)nc(N2CCN(C(=O)[C@H](CCC(=O)O)n3cc(C(N)CC(C)C)nn3)CC2)n1 (some centres not stated) ?
FUS yeast rescue: 7%; EPAC1 antag: -1%; aSyn yeast inh: 1%; TDP43 rescue: -3%; EPAC1 agonist: -8%; PTHR1 agonist: -9%; EPAC2 agonist: -2%; EPAC2 antagonist: 23%

Results for COc1ccc(OC)c(S(=O)(=O)N2CCC(C(=O)Nc3cc(C)ccc3C)CC2)c1 ?
FUS yeast rescue: -1%; EPAC1 antag: -2%; aSyn yeast inh: 6%; TDP43 rescue: -5%; EPAC1 agonist: 6%; PTHR1 agonist: -1%[57.5 µM]; EPAC2 agonist: 2%; EPAC2 antagonist: 1%

Results for COc1cc(C)c(CN2CCC(Oc3ccc(C(=O)N4CCCC4)cc3)CC2)cc1C ?
FUS yeast rescue: 9%; EPAC1 antag: 18%; aSyn yeast inh: 5%; TDP43 rescue: 2%; EPAC1 agonist: 6%; PTHR1 agonist: -6%; EPAC2 agonist: 3%; EPAC2 antagonist: 0%

What do the screens show for `Nc1c(S(=O)(=O)c2ccccc2)c2nc3ccccc3nc2n1CCN1CCOCC1`?
FUS yeast rescue: -16%; EPAC1 antag: -10%; aSyn yeast inh: -2%; TDP43 rescue: -2%; EPAC1 agonist: -10%; PTHR1 agonist: -22%; EPAC2 agonist: -11%; EPAC2 antagonist: -2%[57.1 µM]

What do the screens show for `CCCC(C)C(=O)Nc1ccc(F)c(Cl)c1` (configuration not stated)?
FUS yeast rescue: -15%; EPAC1 antag: 5%; aSyn yeast inh: -6%; TDP43 rescue: 16%; EPAC1 agonist: 12%; PTHR1 agonist: -11%; EPAC2 agonist: 3%; EPAC2 antagonist: -11%

What do the screens show for `Cc1occc(=O)c1OC(=O)Nc1ccccc1`?
FUS yeast rescue: -11%; EPAC1 antag: 4%; aSyn yeast inh: 14%; TDP43 rescue: 13%; EPAC1 agonist: 5%; PTHR1 agonist: inactive; EPAC2 agonist: 0%; EPAC2 antagonist: 4%

What do the screens show for `O=C(Cc1cccc2ccccc12)Nc1c(F)cccc1F`?
FUS yeast rescue: 8%; EPAC1 antag: 2%; aSyn yeast inh: -1%; TDP43 rescue: 9%; EPAC1 agonist: -5%; PTHR1 agonist: inactive; EPAC2 agonist: 0%; EPAC2 antagonist: 3%

What do the screens show for `c1ccc(CCCc2nc(-c3ccccn3)no2)cc1`?
FUS yeast rescue: -8%; EPAC1 antag: -1%; aSyn yeast inh: 1%; TDP43 rescue: 0%; EPAC1 agonist: 7%; PTHR1 agonist: -13%[57.5 µM]; EPAC2 agonist: 11%; EPAC2 antagonist: -15%

Results for COc1ccc(OC)c(-c2cc(C(=O)N/N=C/c3ccc(F)cc3)c3ccccc3n2)c1 ?
FUS yeast rescue: 6%; EPAC1 antag: 6%; aSyn yeast inh: 13%; TDP43 rescue: 9%; EPAC1 agonist: 18%; PTHR1 agonist: -18%; EPAC2 agonist: 14%; EPAC2 antagonist: -5%

How did CCOC(=O)c1oc2ccc(S(=O)(=O)Nc3ccc4c(c3)n(C)c(=O)n4C)cc2c1C do in these assays?
FUS yeast rescue: 1%; EPAC1 antag: -19%; aSyn yeast inh: 7%; TDP43 rescue: -7%; EPAC1 agonist: 12%; PTHR1 agonist: -21%[57.5 µM]; EPAC2 agonist: 12%; EPAC2 antagonist: -12%

Results for CCCC(=O)NNc1cc(=O)c2c(=O)n(C)c(=O)n(C)c2[nH]1 ?
FUS yeast rescue: 14%; EPAC1 antag: -10%; aSyn yeast inh: -1%; TDP43 rescue: -11%; EPAC1 agonist: 20%; PTHR1 agonist: inactive; EPAC2 agonist: 1%; EPAC2 antagonist: 4%

Results for CC1=NN(S(=O)(=O)c2ccc(Cl)cc2Cl)C(=O)c2ccccc2O1 ?
FUS yeast rescue: 2%; EPAC1 antag: -15%; aSyn yeast inh: 11%; TDP43 rescue: inconclusive; EPAC1 agonist: 7%; PTHR1 agonist: inactive; EPAC2 agonist: 5%; EPAC2 antagonist: inconclusive

What do the screens show for `CC1=C(C(=O)N(C)C)CC(CC(=O)NCc2cccs2)C(=O)N1Cc1ccc(F)cc1` (configuration not stated)?
FUS yeast rescue: -9%; EPAC1 antag: 1%; aSyn yeast inh: -1%; TDP43 rescue: 18%; EPAC1 agonist: 3%; PTHR1 agonist: -20%; EPAC2 agonist: 10%; EPAC2 antagonist: 13%

How did Cc1cc(C)n(-c2cccc(CN(C)Cc3nc(-c4cnccn4)no3)c2)n1 do in these assays?
FUS yeast rescue: 3%; EPAC1 antag: -9%; aSyn yeast inh: 2%; TDP43 rescue: 9%; EPAC1 agonist: 4%; PTHR1 agonist: inactive; EPAC2 agonist: -4%; EPAC2 antagonist: -2%

Results for COC(=O)COc1ccc(-n2cnnn2)cc1 ?
FUS yeast rescue: 23%; EPAC1 antag: -1%; aSyn yeast inh: -5%; TDP43 rescue: -23%[0.397 µM]; EPAC1 agonist: -14%; PTHR1 agonist: inconclusive; EPAC2 agonist: 1%; EPAC2 antagonist: 17%

How did O=C(O)c1cc(NS(=O)(=O)c2ccc3ccccc3c2)ccc1O do in these assays?
FUS yeast rescue: -3%; EPAC1 antag: -17%; aSyn yeast inh: -3%; TDP43 rescue: -4%; EPAC1 agonist: -17%; PTHR1 agonist: -17%; EPAC2 agonist: 3%; EPAC2 antagonist: inconclusive

What do the screens show for `CCOC(=O)c1cnn(CCOC(=O)c2ccccc2F)c1NC(=O)c1ccccc1F`?
FUS yeast rescue: 6%; EPAC1 antag: -3%; aSyn yeast inh: 4%; TDP43 rescue: 8%; EPAC1 agonist: -1%; PTHR1 agonist: -2%; EPAC2 agonist: 4%; EPAC2 antagonist: 0%

How did CCCCNC(=O)CN1C(=O)C(CC)Oc2ccc(Cl)cc21 (configuration not stated) do in these assays?
FUS yeast rescue: 13%; EPAC1 antag: -12%; aSyn yeast inh: 11%; TDP43 rescue: -14%; EPAC1 agonist: 9%; PTHR1 agonist: -21%[57.5 µM]; EPAC2 agonist: 10%; EPAC2 antagonist: -2%

How did CCOC(=O)CC1C(=O)NCCN1C(=O)COc1ccc(C(C)(C)C)cc1 (configuration not stated) do in these assays?
FUS yeast rescue: -2%; EPAC1 antag: 7%; aSyn yeast inh: 6%; TDP43 rescue: 4%; EPAC1 agonist: 6%; PTHR1 agonist: inactive; EPAC2 agonist: 2%; EPAC2 antagonist: -5%

What do the screens show for `CC(=O)N(CN1C(=O)c2ccccc2C1=O)c1ccccc1`?
FUS yeast rescue: -6%; EPAC1 antag: 2%; aSyn yeast inh: -3%; TDP43 rescue: 6%; EPAC1 agonist: 3%; PTHR1 agonist: inactive; EPAC2 agonist: 7%; EPAC2 antagonist: 1%
